GALK inhibitor – qHTS Assay for Inhibitors of Human Galactokinase (GALK) | Potency, µM (titrated, usually from 57.5 µM), for inactives: at the top dose activity change, negative = inhibition, usual class: inhibitors | Purified GALK, Kinase-Glo residual ATP luminescence | actives 0.007% (n = 270,000) | P51570 | AID 1868, 2009; also: potency is read from the fitted curve at half-maximal effect; % is scaled to controls: 0 for no effect and ±100 for the full control effect
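5 nM enzyme, 35 uM ATP, 100 uM galactose, 20 mM HEPES pH8.0, 5 mM MgCl2; 1 h RT; residual ATP by Kinase-Glo Plus luminescence, qHTS format.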
B2AR arrestin – qHTS assay of beta-arrestin-biased ligands of beta2-adrenergic receptor. actives 0.02% (n = 330,000). beta-arrestin recruitment to beta2AR, cell-based reporter. Beta-2 adrenergic receptor (Homo sapiens), P07550. Potency, µM (titrated, usually from 46.1 µM), for the others: at the top dose activation, actives largely listed as activators;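 also: potency is read from the fitted curve at half-maximal effect; 0% = DMSO controls and full agonism = EC100 isoproterenol or metaproterenol; nearly all actives have a fitted effect of over 65% in size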
FBPA coupling cs – qHTS Assay for Inhibitors of Fructose-1,6-bisphosphate Aldolase from Giardia Lamblia: Coupling assay counterscreen | activity change, negative = inhibition, % at 58.2 µM, hits read low | actives 0.67% (n = 290,000) | coupling enzyme system counterscreen, AmpLite Red fluorescence; in the data active = activity change below about -30%; also: % is scaled to controls: 0 for no effect and ±100 for the full control effect
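Compounds tested against the coupling enzymes alone at 57.5 uM final; readout was AmpLite Red fluorescence (525/598 nm) after 20 min at RT.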
PKM2 activator – qHTS Assay for Activators of Human Muscle isoform 2 Pyruvate Kinase; Pyruvate kinase PKM (Homo sapiens), P14618; purified PKM2, Kinase-Glo ATP luminescence, activation; response scale: 0% is enzyme alone, no compound; Potency, µM (titrated, usually from 57.5 µM), inactives show at the highest dose activation, actives largely listed as activators; actives 0.34% (n = 260,000); also: potency is read from the fitted curve at half-maximal effect; % is scaled to controls: 0 for no effect and ±100 for the full control effect; nearly all actives have a fitted effect of over 55% in size
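Kinase-Glo luminescence reports ATP generated from ADP (0.1 mM) and PEP (0.5 mM) by purified hPK-M2 after 1 h at room temperature, pH 7.2 imidazole buffer; intermediate enzyme activity allows detecting inhibitors and activators.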
Giardia kill – Small Molecules that selectively kill Giardia lamblia: qHTS | AID 540267, 2011 | Giardia lamblia trophozoite viability | actives 0.15% (n = 340,000) | activity change, % at 7.66 µM, hits read low; in the data active = activity change below about -80%; inconclusive = between about -30% and that limit;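 also: parasites exposed to compound for two days anaerobically before the ATP read; % is scaled to controls: 0 for no effect and ±100 for the full control effect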
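Anaerobic 48 hrs incubation at 37 deg C of 100 trophozoites/well with test compounds; ATPLite 1-Step luminescence, 15-30 min RT, reports cellular ATP as viability.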
BCR signal inh – qHTS Assay to Find Inhibitors of Chronic Active B-Cell Receptor Signaling. actives 0.05% (n = 340,000). ABC-DLBCL IkBa-CBG/CBR reporter, luminescence ratio, 4 h. Potency, µM (titrated, usually from 46.1 µM), without a hit: top-dose ratio change, negative = lower green/red ratio, actives largely listed as inhibitors; active = well fitted inhibition curve with a large enough effect in the signal ratio, with a control signal flat, not every such curve was filed as active; inconclusive = small, poorly fitted or top-dose-only effect, or effect the other way, or a change in a side signal; the % refers to the signal ratio;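 also: potency is read from the fitted curve at half-maximal effect; plate controls were basal doxycycline-induced cells for no effect and cells given 10 µM MG132 for full effect; MG132 reads +100%, hits lower the ratio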
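TMD8 human ABC-DLBCL cells with doxycycline-inducible IκBα–green luciferase fusion and unfused red luciferase, in 0.5% FBS medium; compounds up to 46 uM, 4 h at 37C. Green/red luminescence ratio, filter-overlap corrected, fitted to concentration-response curves.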
ASM inhibitor – Inhibitors of Secretory Acid Sphingomyelinase (S-ASM): qHTS; Sphingomyelin phosphodiesterase (Homo sapiens), P17405; placental ASM, HMU-PC fluorogenic substrate, 60 min; Potency, µM (highest dose often 57.5 µM), without a hit: at the highest dose activity change, negative = inhibition, usual class: inhibitors; actives 0.006% (n = 340,000); also: potency is read from the fitted curve at half-maximal effect
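qHTS format. ASM enzyme prepared from human placenta hydrolyses the fluorogenic substrate HMU-PC0 (9 uM final) over 60 min at 37 °C after a 10 min compound preincubation.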
a7 integrin act – qHTS for Activators of Integrin-Mediated Alleviation for Muscular Dystrophy; Potency, µM (titrated, usually from 38.3 µM), without a hit: at the top dose activation, actives largely listed as activators; alpha7betagal myoblasts, beta-gal FDG fluorescence, 48 h; actives 0.064% (n = 350,000);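 also: potency is read from the fitted curve at half-maximal effect; 100% = response of the positive control SU9516; nearly all actives have a fitted effect of over 60% in size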
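Alpha7betagal+/- myoblasts (passage 13) were plated 16-24 hr, then exposed to compounds (1:260 dilution of DMSO stock) for 48 hours at 37C. After MPER lysis, β-galactosidase reporter activity was read as FDG fluorescence (ex 480/em 540) after 30 minutes.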
Menin-MLL TR inh – qHTS Assay for Inhibitors Targeting the Menin-MLL Interaction in MLL Related Leukemias: Competition With Texas Red Labeled MLL-derived Mutant Peptide. actives 0.23% (n = 270,000). Menin + Texas Red MLL mutant peptide, fluorescence polarization. Potency, µM (series often up to 61.6 µM), without a hit: top-dose FP activity change, negative = inhibition, most hits filed as inhibitors; active = well fitted inhibition curve with a large enough effect in the polarisation, with a control signal flat, not every such curve was filed as active; inconclusive = small, poorly fitted or top-dose-only effect, or effect the other way, or a change in a side signal; inactive = no such curve, though single readings can be large or run the other way; the % refers to the polarisation; also: potency is read from the fitted curve at half-maximal effect; % of control where 0% means no effect; many of its hits are not listed in these tables
Target sequence (O00255 whole entry, looked up): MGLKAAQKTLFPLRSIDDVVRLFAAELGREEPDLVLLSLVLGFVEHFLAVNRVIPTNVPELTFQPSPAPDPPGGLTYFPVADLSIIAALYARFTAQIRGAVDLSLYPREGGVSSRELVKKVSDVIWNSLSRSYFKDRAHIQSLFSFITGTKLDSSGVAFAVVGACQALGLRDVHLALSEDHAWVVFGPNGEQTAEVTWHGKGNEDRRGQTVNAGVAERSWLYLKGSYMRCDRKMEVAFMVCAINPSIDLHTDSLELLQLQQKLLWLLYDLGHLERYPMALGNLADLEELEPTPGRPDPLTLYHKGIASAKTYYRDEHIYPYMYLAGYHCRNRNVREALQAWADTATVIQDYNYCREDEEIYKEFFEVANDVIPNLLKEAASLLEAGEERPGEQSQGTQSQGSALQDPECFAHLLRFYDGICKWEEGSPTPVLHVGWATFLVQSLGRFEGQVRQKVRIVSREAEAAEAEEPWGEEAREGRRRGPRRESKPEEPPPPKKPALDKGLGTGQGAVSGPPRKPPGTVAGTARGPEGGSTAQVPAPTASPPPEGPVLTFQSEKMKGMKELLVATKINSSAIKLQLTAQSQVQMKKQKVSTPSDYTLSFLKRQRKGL
Tb PFK block – qHTS Assay to Find Inhibitors of T. brucei phosphofructokinase | ATP-dependent 6-phosphofructokinase (Trypanosoma brucei brucei), O15648 | T. brucei PFK, ADP-Glo luminescence | Potency, µM (doses to about 57.5 µM), for inactives: top-dose activity, negative = inhibition, actives largely listed as inhibitors | actives 0.17% (n = 330,000);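 also: potency is read from the fitted curve at half-maximal effect; 0% = uninhibited 1x PFK enzyme wells and -100% = no-enzyme wells; nearly all actives have a fitted effect of over 60% in size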
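Luminescent ADP detection (ADP-Glo, two-step: ATP depletion then ADP-to-ATP conversion for luciferase) reported PFK activity after 45 min room-temperature reaction of 1.25 nM enzyme with 0.5 mM F6P and 0.1 mM ATP at pH 8.0.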
TSG101-PTAP inh – qHTS Assay for Iinhibitors of HIV-1 Budding by Blocking the Interaction of PTAP/TSG101; Tumor susceptibility gene 101 protein (Homo sapiens), Q99816; Fluorescence polarization, FITC-PTAP peptide / Tsg101 binding; Potency, µM (highest dose often 115 µM), inactives show top-dose activity change, negative = inhibition, usual class: inhibitors; 340,000 tested, under 10 active; active = well fitted inhibition curve with a large enough effect in the main read-out, with a control signal flat, not every such curve was filed as active; inconclusive = small, poorly fitted or top-dose-only effect, or effect the other way, or a change in a side signal; inactive = no such curve, though single readings can be large or run the other way; also: potency is read from the fitted curve at half-maximal effect; % of control where 0% means no effect
Target sequence (Q99816 whole entry, looked up): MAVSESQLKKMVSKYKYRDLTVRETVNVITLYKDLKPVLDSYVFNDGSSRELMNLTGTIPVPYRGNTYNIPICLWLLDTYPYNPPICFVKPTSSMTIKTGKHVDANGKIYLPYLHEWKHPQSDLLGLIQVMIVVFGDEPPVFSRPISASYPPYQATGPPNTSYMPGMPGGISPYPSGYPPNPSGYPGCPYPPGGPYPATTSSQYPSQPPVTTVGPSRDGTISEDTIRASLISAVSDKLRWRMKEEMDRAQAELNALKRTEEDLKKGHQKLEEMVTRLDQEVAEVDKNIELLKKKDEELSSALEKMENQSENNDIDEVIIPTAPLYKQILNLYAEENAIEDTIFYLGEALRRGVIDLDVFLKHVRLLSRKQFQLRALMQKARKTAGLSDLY
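FP read-out: FITC-PTAP peptide, 50 nM final, binding Tsg101 binding domain, 10 uM final; 20 min, r.t.; 10 mM HEPES pH 7.5, 0.15 M NaCl, 0.01% Tween 20, 3 mM EDTA, 0.1 mM TCEP.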
* = called active by the depositor; ? = inconclusive; nt = not tested or not shown; [ ] = remark or other dose. Unless noted, calls follow the shape of the dose curve; as a rule, active = well fitted curve in the direction sought with a large enough effect; inconclusive = small, poorly fitted or top-dose-only effect, or another doubt; inactive = no such curve, though single readings can be large; an effect the other way counts as inactive or inconclusive.

Molecule,GALK inhibitor,B2AR arrestin,FBPA coupling cs,PKM2 activator,Giardia kill,BCR signal inh,ASM inhibitor,a7 integrin act,Menin-MLL TR inh,Tb PFK block,TSG101-PTAP inh
Cc1nn(Cc2ccccc2)c(C)c1CNC(=O)[C@H](C)N=C1NS(=O)(=O)c2ccccc21,nt,-0.1%,nt,nt,-7,0%,6%,-31%,nt,-1%,2%
CCOC(=O)c1ccc(NC(=O)c2nc[nH]c2C(=O)N[C@@H](CCCCNC(=O)OC(C)(C)C)C(=O)OC(C)(C)C)cc1,5%,0.4%,0,-1%,3,6%,-15%,-42%,nt,-1%,-12%
CN(C)CCCN(C(=O)c1ccc2c(c1)CCCC2)c1nc2ccc(Cl)cc2s1,0%,-0.2%,-1,3%,-4,?,-15%,-56%[inhibitor],-16%,-6%,2%
COc1ccccc1CNC(=O)Cn1nc(C(F)(F)F)cc1C,nt,-0.4%,nt,nt,22,-2%,0%,21%,nt,4%,-2%
Cc1sc2ncnc(SC(C)C#N)c2c1C (stereo unspecified),4%,-0.6%,7,11%,1,-10%,-6%,-45%,-9%,-2%,-3%
Cc1ccccc1N1CC(C(=O)Nc2nnc(SCc3ccccn3)s2)CC1=O (stereo unspecified),-1%,0.8%,-1,4%,1,5%,6%,22%,-2%,1%,-3%
CCOC(=O)C1=C(C)N(C)C(=S)NC1c1c(OCC)ccc2ccccc12 (stereo unspecified),1%,-0.2%,-6,-2%,-25,1%,-1%,?,-8%,3%,-2%
N#CCCN(C(=O)Nc1ccc(Cl)cc1)c1ccccc1,-3%,-0.2%,-1,-20%,18,?,-2%,-5%,-12%,-16%,-3%

Remaining list, next part.
Molecule,GALK inhibitor,B2AR arrestin,FBPA coupling cs,PKM2 activator,Giardia kill,BCR signal inh,ASM inhibitor,a7 integrin act,Menin-MLL TR inh,Tb PFK block,TSG101-PTAP inh
COc1ccc(NC(=O)c2cc3n(n2)C(C(F)(F)F)CC(c2ccco2)N3)cc1 (stereo unspecified),7%,-0.7%,0,-3%,13,5%,-4%,?,2%,3%,0%
C=CCc1ccccc1OCC(O)CN1CCN(c2ccc(OC)cc2)CC1 (stereo unspecified),-1%,-0.9%,-1,0%,-3,0%,2%,-39%,-22%,-5%,-2%
O=C(NCc1ccc2c(c1)OCO2)C1CCC(CNS(=O)(=O)c2cccc3nsnc23)CC1 (stereo unspecified),-1%,3.1%,4,2%,-2,4%,-1%,-9%,-13%,-2%,1%
COc1ccc(S(=O)(=O)Nc2ccccc2C(F)(F)F)cc1,0%,-0.4%,5,0%,0,12%,0%,18%,5%,-1%,-3%
CCCCCCSc1nc2c(c(=O)[nH]c(=O)n2C)n1C,2%,0.0%,-1,-7%,1,?,-3%,1%,3%,-3%,-8%
COc1cc(Nc2ccc(S(=O)(=O)N3CCN(C)CC3)cc2[N+](=O)[O-])cc(OC)c1,nt,-0.2%,nt,nt,-1,-4%,-5%,10%,nt,0%,-3%
COC(=NC(C)C)NC(C)C,4%,-0.9%,1,-4%,16,?,-1%,33%,-10%,1%,-4%
Fc1ccc(CSc2ccc(-c3ccco3)nn2)cc1,0%,0.2%,0,3%,-11,-10%,12%,9%,2%,-1%,-4%

(further entries)
Molecule,GALK inhibitor,B2AR arrestin,FBPA coupling cs,PKM2 activator,Giardia kill,BCR signal inh,ASM inhibitor,a7 integrin act,Menin-MLL TR inh,Tb PFK block,TSG101-PTAP inh
CC(=O)c1cccc(OCC(O)CNCC2COc3ccccc3O2)c1 (stereo unspecified),4%,-0.2%,2,nt,13,1%,0%,-4%,nt,-20%,1%
COc1cc2c(cc1NC(=O)CSc1ccc(C)cc1)oc1ccccc12,0%,0.2%,-10,9%,0,3%,-3%,-1%,-1%,0%,-4%
Cc1ccc(C(=O)N2CCC(N3CCC(C(=O)N4CCOCC4)CC3)CC2)cc1C,-2%,0.5%,0,2%,2,-1%,2%,31%,-24%,-7%,-3%
COc1ccccc1NC(=O)c1ccc(S(=O)(=O)N(C)C)cc1,2%,0.1%,1,-3%,25,8%,-3%,16%,-15%,-9%,-3%
Cc1ccc(N(NC(=O)C(O)(c2ccccc2)c2ccccc2)C(=O)CCl)cc1,1%,-0.9%,4,-8%,-15,?,0%,-57%[inhibitor],6%,-5%,-4%
CC(=O)Nc1ccc(S(=O)(=O)Nc2ccc(Cc3ccncc3)cc2)cc1,0%,0.0%,1,0%,-13,-1%,4%,23%,0%,5%,-2%
CCC(CC)COC(=O)C1=C(C)NC(=O)NC1c1ccc(N(C)C)cc1 (stereo unspecified),3%,-0.3%,0,-3%,8,?,-1%,?,-20%,-5%,2%
O=C(c1ccco1)N1CCN(C(c2ccc(F)cc2)c2nnnn2Cc2cccs2)CC1 (stereo unspecified),1%,-0.2%,1,-4%,22,-1%,2%,31%,-7%,0%,-3%

Later entries.
Molecule,GALK inhibitor,B2AR arrestin,FBPA coupling cs,PKM2 activator,Giardia kill,BCR signal inh,ASM inhibitor,a7 integrin act,Menin-MLL TR inh,Tb PFK block,TSG101-PTAP inh
Cc1ccc(C(=O)Nc2cccc(C(F)(F)F)c2)cc1Nc1cnccn1,3%,-0.3%,-4,-4%,8,7%,-4%,-5%,nt,2%,0%
CCN(CC)S(=O)(=O)c1cc(C(=O)Nc2cc(C)[nH]n2)ccc1Cl,0%,0.3%,0,nt,-5,-1%,3%,-16%,12%,-9%,-4%
Cc1ccc(C)c(CSC2=NCCN2C(=O)c2cccs2)c1,1%,-0.3%,4,12%,-1,2%,-3%,10%,13%,-1%,-3%
Cc1cccc(NC(=O)CSc2nnc(-c3ccco3)o2)c1C,7%,-0.4%,0,3%,12,-4%,3%,13%,0%,-4%,1%
CCCNC(=S)Nc1ccc(Oc2ccccc2)cc1,-6%,0.0%,5,1%,3,-2%,2%,-41%,2%,1%,-1%
CC(=O)N1CCN(C(=O)COC(=O)c2oc3ccccc3c2C)CC1,nt,0.2%,nt,nt,-22,-3%,-1%,13%,nt,2%,-6%
N#CCCn1cc(C(=O)Nc2ccc(C(=O)O)cc2)c(-c2cccc(Br)c2)n1,3%,-0.7%,2,1%,5,-1%,2%,14%,1%,-20%,0%
Cc1cc(NC(=O)CCC(=O)N(Cc2ccccc2)C2(C(=O)NC3CCCCC3)CCCC2)no1,0%,-0.2%,4,-19%,-7,1%,-2%,-6%,2%,0%,-9%
O=C1Nc2ccc(Cl)cc2[C@@](C#CC2CC2)(C(F)(F)F)O1,-4%,-0.9%,-12,2%,nt,?,nt,nt,6%,1%,nt

Compounds shown so far that contain a thiophene ring, fused or not, in the order listed:
Molecule,GALK inhibitor,B2AR arrestin,FBPA coupling cs,PKM2 activator,Giardia kill,BCR signal inh,ASM inhibitor,a7 integrin act,Menin-MLL TR inh,Tb PFK block,TSG101-PTAP inh
Cc1sc2ncnc(SC(C)C#N)c2c1C (stereo unspecified),4%,-0.6%,7,11%,1,-10%,-6%,-45%,-9%,-2%,-3%
O=C(c1ccco1)N1CCN(C(c2ccc(F)cc2)c2nnnn2Cc2cccs2)CC1 (stereo unspecified),1%,-0.2%,1,-4%,22,-1%,2%,31%,-7%,0%,-3%
Cc1ccc(C)c(CSC2=NCCN2C(=O)c2cccs2)c1,1%,-0.3%,4,12%,-1,2%,-3%,10%,13%,-1%,-3%

From PubChem

Some of the compounds tested (hit frequency here may not be typical).
